Screening data deposited in PubChem by several laboratories.
FLuc inh counter: counter-screen for luciferase assay inhibitors: firefly luciferase inhibition; P08659; 200,000 compounds, 1.5% hits; ATPLite firefly luciferase biochemical luminescence, 10 min; inhibition, % at 10 µM; AID 1006;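 active = inhibition above about 50% when tested at 10 µM, limit read from the data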
Target sequence (P08659 whole entry, looked up): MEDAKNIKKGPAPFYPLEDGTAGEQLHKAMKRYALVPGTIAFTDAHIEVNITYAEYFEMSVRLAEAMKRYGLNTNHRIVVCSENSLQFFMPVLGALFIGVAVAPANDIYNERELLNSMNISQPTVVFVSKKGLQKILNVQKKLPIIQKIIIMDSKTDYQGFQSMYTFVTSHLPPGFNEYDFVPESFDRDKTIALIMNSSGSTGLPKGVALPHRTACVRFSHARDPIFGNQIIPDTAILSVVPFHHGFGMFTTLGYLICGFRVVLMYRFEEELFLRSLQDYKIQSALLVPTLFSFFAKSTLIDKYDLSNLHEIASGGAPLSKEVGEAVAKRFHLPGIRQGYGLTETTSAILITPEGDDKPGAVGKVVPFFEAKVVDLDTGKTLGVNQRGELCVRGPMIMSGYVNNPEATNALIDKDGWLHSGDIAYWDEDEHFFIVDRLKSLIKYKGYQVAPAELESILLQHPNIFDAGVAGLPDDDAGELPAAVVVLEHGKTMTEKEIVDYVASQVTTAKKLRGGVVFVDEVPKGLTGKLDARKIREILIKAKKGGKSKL
TNAP inh no acc: blocks human TNAP activity with no phosphate acceptor present; 200,000 compounds, 0.26% hits; inhibition, % at 20 µM; AID 1012; purified TNAP, CDP-star luminescence, 30 min;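 active = tissue-nonspecific alkaline phosphatase inhibition above about 50% at 20 µM in the single-dose screen, limit read from the data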;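 also: 0% = DMSO negative control and 100% = EDTA positive control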
Target sequence (P05186 whole entry, looked up): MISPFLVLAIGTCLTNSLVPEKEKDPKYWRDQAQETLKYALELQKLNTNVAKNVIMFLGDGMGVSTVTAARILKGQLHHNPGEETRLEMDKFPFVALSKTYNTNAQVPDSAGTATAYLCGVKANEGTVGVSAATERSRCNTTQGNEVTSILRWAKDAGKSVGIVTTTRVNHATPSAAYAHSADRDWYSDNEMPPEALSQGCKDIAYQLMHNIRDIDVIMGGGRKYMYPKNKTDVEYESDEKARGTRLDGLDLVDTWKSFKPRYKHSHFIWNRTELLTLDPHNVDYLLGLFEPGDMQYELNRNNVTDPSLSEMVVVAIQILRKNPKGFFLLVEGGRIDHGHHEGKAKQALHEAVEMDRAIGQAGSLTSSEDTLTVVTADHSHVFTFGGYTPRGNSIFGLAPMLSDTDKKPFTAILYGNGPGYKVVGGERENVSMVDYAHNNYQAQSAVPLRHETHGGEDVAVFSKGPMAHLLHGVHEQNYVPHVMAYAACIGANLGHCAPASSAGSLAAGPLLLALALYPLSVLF
bIAP inhibitor: blocks bovine intestinal alkaline phosphatase activity; purified bovine IAP, CDP-star luminescence, 30 min; inhibition, % at 20 µM; 190,000 tested, under 10 active;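 active = over 50% inhibition of intestinal alkaline phosphatase at 20 µM in the single-dose screen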
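Assay system – bovine IAP enzyme · Quantity – bovine IAP at 1/65,000,000 final dilution · Detection – CDP-star luminescence signal · Times – 30 min reaction at room temperature · Also added – CDP-star substrate at 30 µM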
TNAP act hi DEA: TNAP (human) activation, high acceptor | purified TNAP, CDP-star luminescence, 1 M DEA, 30 min; active compounds read high; 0 = EDTA background, 1 = DMSO-only activity | activation factor at 20 µM | 200,000 tested, under 10 active;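 active = activation factor at least 2 at 20 µM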
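Measured by: Luminescent substrate turnover signal | Test system: Human TNAP | Input: TNAP 1/800 final | Dosing: 20 µM single point | Schedule: 30 min, room temperature | Controls: EDTA wells as negative control, DMSO wells as positive control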
bIAP activator: intestinal alkaline phosphatase (bovine) activation; 200,000 compounds, 0.17% hits; purified bovine IAP, CDP-star luminescence, 30 min; active compounds read high; fold of DMSO-control signal, blank-subtracted; activation factor at 20 µM;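 active = activation factor of 2 or more at 20 µM, a signal rise over negative controls twice the positive control's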
RAM network inh: blocks the yeast RAM network; inhibition, % at 50 µM; 190,000 compounds, 1.8% hits; AID 868; S. cerevisiae dse1pr::URA3 reporter, 5-FOA growth OD615, 2 d; analog-sensitive cbk1-as2 kinase mutant strain;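 active = inhibition above a set limit, 3 SD over mean compound inhibition, cut at about 8.4% in these data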;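 also: 0% = DMSO-only wells with no growth and 100% = 10 µM 1-NA-PP1 full growth; inhibition rescues growth on 5-FOA so higher OD means more RAM inhibition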
APP 5UTR inh: APP translation inhibition; SH-SY5Y APP 5'UTR-luciferase reporter, luminescence; inhibition, % at 2 µM; 190,000 compounds, 0.82% hits;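 active = inhibition above a set limit, derived from the sample mean plus 3 SD, cut at about 45% in these data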; also: values of inactives mirror those of a sister screen read the other way
FLuc stim CS: affects firefly luciferase, flagging false hits in luciferase stimulation screens; P08659; ATPlite luciferase biochemical, luminescence, 10 min; 0 = ATP-free wells, 1 = DMSO control; activation factor at 10 µM; 200,000 tested, under 10 active; AID 1027;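 active = luciferase activation factor, scaled between plate controls, of at least 2 with compound at 10 µM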
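System: Luciferase/luciferin detection reagent, cell-free biochemical luciferase assay | Medium: PBS buffer for ATP | Dosing: Test compounds dosed from 2 mM stocks in 100% DMSO | Timing: 10 min at ambient temperature | Signal: Luminescence measurement of luciferase light output | Evaluation: Luciferase activation, seen as luminescence increase over controls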
TNAP inh hiacc: TNAP (human) inhibition, high acceptor | purified TNAP, CDP-star luminescence, 1 M DEA | inhibition, % at 20 µM | 200,000 compounds, 0.03% hits | AID 1135;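 active = over 50% inhibition of tissue-nonspecific alkaline phosphatase at 20 µM in the single-dose screen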;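 also: plate controls were DMSO wells for no effect and EDTA-quenched wells as full inhibition for full effect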
Lmaj promast: reduces viability of Leishmania major promastigotes; 200,000 compounds, 9% hits; resazurin fluorescence viability; inhibition, % at 10 µM; in the data active = inhibition above about 50%;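 also: promastigotes grown with compound for 44 hours at 28 °C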
Active calls of the source: *; / = no result given.

Each structure is followed by: FLuc inh counter	bIAP inhibitor	FLuc stim CS	bIAP activator	TNAP act hi DEA	TNAP inh no acc	Lmaj promast	RAM network inh	TNAP inh hiacc	APP 5UTR inh
- Cc1cccc(/C=C2/S/C(=N/N=C3\CC4CCC3(C)C4(C)C)NC2=O)c1 (stereo not given)
 : -6	0	1.1	1	1	-8	4	3.7	-3	8
- CC(C)CCNC(=O)Cn1c2c(c(-c3ccccc3Cl)cc1=O)CCC2
 : -4	0	1	1	1.1	18	7	-0.1	-8	-5
- N#Cc1c(NC(=O)CSc2ncn[nH]2)sc2c1CCCCC2
 : 1	-15	1	1.2	1	-10	-9	3.3	3	79*
- CCS(=O)(=O)c1c(S(=O)(=O)CC)c2ccccn2c1C(N)=O
 : -1	-10	1	1.1	1	-2	-5	-0.4	1	6
- O=C(c1ccccc1)c1cnc2ccc(Cl)cc2c1N1CCOCC1
 : -2	-7	1	1.1	1	-4	20	2.1	1	-19
- CCC(=O)Nc1ccc2c(c1)ncn2-c1ccc(OC)cc1
 : 7	2	0.9	1	1	-14	0	1.6	-4	-6
- N#C/C(=C\c1ccc(Cl)cc1)c1nc2ccccc2o1
 : 10	14	0.9	0.9	1	-10	-4	3.8	-2	-5
- CCCCC1OC23CCCCC2C(C#N)(C(=N)O3)C1(C#N)C#N (stereo not given)
 : -7	9	1.1	0.9	1	-13	4	-0.8	-4	5
- COc1ccc(C(CNC(=O)c2ccc(C)c(S(=O)(=O)N3CCCCC3)c2)N(C)C)cc1OC (stereo not given)
 : -5	-9	1.1	1.1	1	-4	0	0.0	-5	-9
- Cc1cc(C)c2[nH]c(O)c(N=NC(=O)c3cc4c(s3)CCCC4)c2c1
 : -4	-2	1	1	1.1	-1	32	4.5	-7	-3
- CC(c1ccccc1C(O)(c1ccccc1)c1ccccc1)N(C)C (stereo not given)
 : -5	0	1.1	1	1	-14	99*	-0.1	-1	-7
- CCCC1=NCCn2cccc21
 : -10	6	1.1	0.9	1	-2	-7	-0.8	-4	-6
- CCN=C1Cn2c(nc3scc(-c4ccccc4)c3c2=O)CN1CC
 : -7	-16	1.1	1.2	1	-18	3	3.2	-2	-5
- CC(=O)N1CCC(N(CCCOC(C)C)C(=O)Nc2ccc(C)c(C)c2)CC1
 : -4	8	1	0.9	1	-8	-5	-0.4	-4	1
- Cc1ccc(NC(=O)NC2=N/C(=C(/C#N)C(=O)N3CCCC3)c3ccccc32)cc1
 : -4	34	1	0.7	0.9	7	/	/	9	/
- S=C(NCCc1ccccc1)Nc1ccc(Br)cn1
 : -9	-5	1.1	1	1.1	-14	6	2.5	-5	-15
- COC(=O)C(CCSC)NC(=O)C12CC3CC(CC(C3)C1)C2 (stereo not given)
 : -9	13	1.1	0.9	1.1	6	95*	0.5	-7	-1
- Cc1ccc(Oc2c(C=O)c3ccccc3n2C)cc1
 : -6	30	1.1	0.7	1.1	-7	-2	-0.5	-6	-5
- CN1C(=O)C(O)(C2COC(C)(C)CC2=O)c2ccccc21 (stereo not given)
 : -1	10	1	0.9	1	-7	-3	0.4	2	1
- CC(=O)Nc1nc(CCC(C)C)cc2c1c(=O)oc1ccccc12
 : -1	/	1	0.4	1	-11	28	1.4	-4	-13
- CCOc1cc(CNC2CCCC2)ccc1OCc1ccccc1Cl
 : -5	-25	1.1	1.3	1.1	-15	100*	-0.8	-9	26
- CCOC(=O)N1c2ccccc2Sc2ccccc21
 : -6	6	1.1	0.9	1.1	-4	15	1.9	-6	-15
- CCOC(=O)N1CCC(=NNC(=O)COc2ccc(OC)cc2)CC1
 : -3	-9	1	1.1	1	-69	-7	-0.7	-2	-4
- O=c1c2ccccc2nnn1CSc1nnc2ccccn12
 : -2	10	1	0.9	1	-5	-2	1.8	4	-78
- CCOC(=O)CCCCC(=O)c1[nH]c(=O)[nH]c1C[n+]1ccccc1
 : -10	-22	1.1	1.2	1	3	-4	0.8	-1	-1
- Cc1nc2c3ccccc3nc(NNC(=O)CCC(=O)NC3CCCC3)n2n1
 : 1	-51	1	1.5	1	-141	6	1.2	1	-22
- Cc1nn(CC(O)COc2ccc3c(c2)CCC3)c(C)c1Br (stereo not given)
 : -4	6	1	0.9	1.1	-13	-9	2.3	-7	7
- CCOC(=O)N1CCN(C(=O)CSCc2ccccc2)CC1
 : -7	-4	1.1	1	1	-28	51*	-0.8	-1	-55
- COc1c(C)cccc1C(=O)NC(=S)Nc1cccc2nsnc12
 : -3	-7	1	1.1	1	-4	-4	2.9	-5	-10
- CCCN=Cc1sc2ccc(OCC)cc2c1O
 : 10	12	0.9	0.9	1	1	5	0.9	-4	-45
- C/C(=N\Nc1ccc(S(=O)(=O)Nc2ccccc2)cc1[N+](=O)[O-])c1ccncc1
 : -4	-3	1	1	0.8	4	19	2.6	16	3
- COC(=O)C1C(=O)NCC1c1ccc(OC)cc1 (stereo not given)
 : -3	-1	1	1	1	-7	-7	0.0	-5	8
- NC(=O)C1(N2CCCCC2)CCN(C(=S)Nc2ccc(F)c(Cl)c2)CC1
 : 0	4	1	1	1.1	-6	0	-0.1	-7	-5
- Cc1ccc(S(=O)(=O)NC2=NCN(CCOC(=O)c3ccccc3)CN2)cc1
 : -3	2	1	1	1	-3	8	0.3	2	7
- CC12CCC(c3nnc(SCc4ccc(Cl)cc4)nc31)C2(C)C (stereo not given)
 : -9	8	1.1	0.9	1.1	-11	4	3.1	-6	13
- Cc1cc(C)n2nc(SCC(=O)N(CC(C)C)c3c(N)n(CC(C)C)c(=O)[nH]c3=O)nc2n1
 : -5	-17	1.1	1.2	1.1	-10	-1	1.8	-6	-6
- COn1c(=O)c(=O)n(O)c2ccccc21
 : -4	6	1	0.9	1.1	4	0	5.1	-8	3
- CCOC(=O)c1ccc(NC(=O)CSc2nnc(COc3ccccc3OC)n2CC)cc1
 : -3	5	1	0.9	1	-4	-6	4.6	-3	-2
- O=C(CSc1ccc(-c2ccco2)nn1)c1cccc([N+](=O)[O-])c1
 : -8	4	1.1	1	1	0	43	4.3	0	-4
- CCOCc1cnc(C)nc1NCC(=O)c1c(C)[nH]c2ccccc12
 : -4	15	1	0.8	1.1	-12	-8	0.3	-7	4
- Cc1ccc(Cl)cc1N1CCN(C(=O)Cc2cn(C)c3ccccc23)CC1
 : -3	-9	1	1.1	1.1	-10	3	5.0	-8	-20
- CCOC(=O)CCS(=O)(=O)c1ccc(-c2ccc(S(=O)(=O)CCC(=O)OCC)cc2)cc1
 : -1	14	1	0.9	1	-9	-13	1.4	-4	1
- COc1ccccc1/C=N/NC(=O)CC(=O)NCc1ccccc1
 : -2	-31	1	1.3	1	-8	2	2.6	-3	-7
- COc1cc(Cl)ccc1S(=O)(=O)n1nc(C)cc1C
 : 3	-1	1	1	1.1	1	-5	1.8	-6	8
- COc1ccc(C(=O)Nc2nc3ccc(S(C)(=O)=O)cc3s2)cc1OC
 : 4	-10	1	1.1	1	1	0	3.2	4	-9
- CCN(C(C)=O)c1cccc2ccccc12
 : -8	0	1.1	1	1	-9	0	1.7	-4	-16
- O=C(O)c1ccc(Cl)c(S(=O)(=O)NC(Cc2ccccc2)C(=O)O)c1 (stereo not given)
 : -4	-5	1	1.1	1	-8	-6	1.6	-4	9
- CCCCN(C(=O)/C=C/c1ccco1)c1c(N)n(CCC)c(=O)[nH]c1=O
 : -4	-4	1	1	1.1	-5	-9	1.9	-5	7
- Cc1cc(C(F)F)n2nc(C(=O)Nc3ccccc3Br)nc2n1
 : -2	4	1	1	1	-9	-4	7.3	-3	-8
- Cc1ccc(N2C(=O)C3CCC(c4ccccc4)CC3C2=O)cc1 (stereo not given)
 : -9	11	1.1	0.9	1	-7	-7	6.8	-3	-5
- c1coc(CNc2ncnc3sc4c(c23)CCCCC4)c1
 : -3	-7	1	1.1	1.1	-24	0	0.0	-6	1
- CCCNc1ncnc2onc(C)c12
 : -5	9	1	0.9	1.1	-8	9	3.8	-6	-21
- Cc1ccc(CN2CCN(Cc3cn(C)nc3C)CC2CCO)o1 (stereo not given)
 : -4	2	1	1	1	-8	-2	0.4	-4	6
- N#CCCN(C1CCCCC1)S(=O)(=O)CCOc1ccccc1
 : -9	4	1.1	1	1	2	-5	1.9	-4	12
- CCOc1ccc(C(C)(C)C)cc1S(=O)(=O)N1CC(C)OC(C)C1 (stereo not given)
 : 2	0	1	1	1.1	-9	64*	3.8	-5	12
- COc1cc(CC(=O)Nc2ccc(S(=O)(=O)NC3=NCCCCC3)cc2)cc(OC)c1OC
 : -3	-2	1	1	1	-14	-8	-0.7	-2	-7
- O=C(NCc1ccccn1)[C@@H]1C[C@H]1[C@@H](NP(=O)(c1ccccc1)c1ccccc1)c1ccccc1
 : -2	3	1	1	1	-13	-9	0.9	-4	0
- COC(=O)c1cc(NC(=O)CSC2=NCCS2)cc(C(=O)OC)c1
 : -3	6	1	0.9	1	14	3	3.8	1	0
- O=C(CCC(=O)N1CCc2ccccc2C1)N1CCN(S(=O)(=O)c2ccccc2)CC1
 : -11	13	1.1	0.9	1	-11	-4	0.3	-5	4
- Cc1ccn(C(=O)c2cc3c(C)nn(-c4ccccc4)c3s2)n1
 : 1	0	1	1	0.9	-2	-7	4.3	6	12

The list continues:
Each structure is followed by: FLuc inh counter	bIAP inhibitor	FLuc stim CS	bIAP activator	TNAP act hi DEA	TNAP inh no acc	Lmaj promast	RAM network inh	TNAP inh hiacc	APP 5UTR inh
- CC(C)(CNCC(O)c1ccccc1)N1CCOCC1 (stereo not given)
 : 1	-5	1	1.1	1	-5	2	-0.1	-1	-12
- O=C(Cc1cccs1)Nc1nnc(-c2ccc(F)cc2)s1
 : 6	-7	0.9	1.1	1	-9	-7	1.8	-1	-17
- O=C(NCc1nnc(SCC(=O)N2CCc3ccccc32)o1)c1ccco1
 : -10	9	1.1	0.9	1.1	-4	-6	0.5	-6	-19
- O=S(=O)(c1ccc(Cl)s1)N1CCc2ccccc2C1
 : -4	3	1	1	1	-7	-1	-0.8	4	-2
- O=C(CSc1nc(-c2ccccc2)nn1C(=O)c1ccccc1)Nc1cccc([N+](=O)[O-])c1
 : 0	-1	1	1	1	54*	6	3.0	1	-1

Of the compounds above, these have bromine:
Each structure is followed by: FLuc inh counter	bIAP inhibitor	FLuc stim CS	bIAP activator	TNAP act hi DEA	TNAP inh no acc	Lmaj promast	RAM network inh	TNAP inh hiacc	APP 5UTR inh
- S=C(NCCc1ccccc1)Nc1ccc(Br)cn1
 : -9	-5	1.1	1	1.1	-14	6	2.5	-5	-15
- Cc1nn(CC(O)COc2ccc3c(c2)CCC3)c(C)c1Br (stereo not given)
 : -4	6	1	0.9	1.1	-13	-9	2.3	-7	7
- Cc1cc(C(F)F)n2nc(C(=O)Nc3ccccc3Br)nc2n1
 : -2	4	1	1	1	-9	-4	7.3	-3	-8

Only Lmaj promast, TNAP inh no acc and RAM network inh, for two of the compounds above:
compound	Lmaj promast	TNAP inh no acc	RAM network inh
O=C(CCC(=O)N1CCc2ccccc2C1)N1CCN(S(=O)(=O)c2ccccc2)CC1	-4	-11	0.3
O=C(CSc1nc(-c2ccccc2)nn1C(=O)c1ccccc1)Nc1cccc([N+](=O)[O-])c1	6	54*	3.0

Rows were taken by chance; 13% or so of the library scored in one or more.
